INS-1E GSIS act: primary screen for activators of insulin secretion dependent on glucose, INS-1E cells, GLuc reporter luminescence; INS-1E GLuc reporter insulin secretion, 2-3 h; activation, % at 16.6 µM; 370,000 compounds, 0.61% hits; AID 743287;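 active means lowest replicate activation of at least 40%, so every replicate reaches that level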;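 further: 0% = median of neutral control wells and 100% = median of IBMX positive control wells; some compounds called inactive have numbers as strong as hits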
PGC1a acetyl inh: PGC1a acetylation modulation, inhibitor mode; U2OS PGC1a acetylation, AlphaScreen anti-acetyl-lysine; with virally co-expressed GCN5 acetyltransferase; inhibition, % at 15.6 µM; 350,000 compounds, 0.17% hits;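 active means every replicate shows inhibition of at least 40%; inconclusive means mean inhibition at least 40% but some replicate below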;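 further: 0% = neutral control wells and 100% = positive control wells; some results beyond the cut were filed as inactive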
PglD inh: PglD (C. jejuni) enzyme inhibition; purified PglD enzyme, DTNB colorimetric CoA detection; inhibition, % at 12.5 µM; 360,000 compounds, 0.098% hits; AID 602405; in the data active means inhibition above about 16%, passing the limit was not always enough; inconclusive means no clear call, values can overlap the other calls; further: strong numbers were not always called active
LGR2 antag: inhibitors of bursicon-induced Drosophila LGR2 receptor cAMP signaling | HEK293 LGR2, CRE-luciferase, bursicon-stimulated, 4 h | inhibition, % at 9.99 µM | 380,000 compounds, 0.35% hits | AID 720647;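 active means drop in luminescence signal, shown as inhibition above about 50% in the replicate tests, limit read from the data, passing the limit was not always enough; inconclusive means probably only some replicates passing the limit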;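 further: agonist challenge used bursicon conditioned medium at about half maximal strength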
ARNT TACC3 PPI: disruptors of human ARNT/TACC3 interaction; AlphaScreen His-ARNT PAS-B/GST-TACC3 binding, luminescence; TACC3 fragment carries E629A point mutation; inhibition, % at 9.99 µM; 390,000 compounds, 0.66% hits;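 active means mean inhibition of replicates at least 50% and at least half of replicates each reaching 50%; inconclusive means half or more replicates reach 50% but mean below 50%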;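 further: 0% = complete ARNT plus TACC3 wells and 100% = ARNT alone without TACC3; many hits fall short of the cut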
PAX8 reporter: inhibitors of PAX8 transcriptional activity in RMG-I cells; RMG-I TPO-luciferase reporter, SteadyGlo, 24 h; 360,000 compounds, 1.2% hits; inhibition, % at 12.6 µM; AID 652154;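 active means mean replicate inhibition at least 60% with every replicate also reaching 60%; inconclusive means only one of the two criteria is met; inactive means mean below 60% and not all replicates reaching 60%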;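 further: luciferase light reporting Pax8 driven TPO promoter activity; plate controls were median of neutral control wells for no effect and mitoxantrone controls for full effect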
Statin myotox sup: suppression of simvastatin myotoxicity; C2C12 myotubes + simvastatin, ATP luminescence, 48 h; scaled: DMSO 0, geranylgeraniol control 100; rescue of ATP level, % at 7.49 µM; 330,000 compounds, 0.78% hits; AID 602340;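 active means mean ATP rescue above about 67%, or every replicate alone reaching that limit, limit read from the data, passing the limit was not always enough; inconclusive means no clear call, values can overlap the other calls; inactive means mean under the limit and some replicate under it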;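 further: myotubes were challenged with 10 µM simvastatin during compound exposure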
Cneo AK release: causes C. neoformans cell lysis | 360,000 compounds, 0.2% hits | adenylate kinase release luminescence, 4 h; normalised: neutral wells 0, clomiphene wells 100 | AID 651654 | lysis activity, % at 15 µM;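 active means mean lysis activity across replicates of at least 80%, whatever share of replicates individually reach that level; inactive means mean lysis activity below 80%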
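Material – Cryptococcus neoformans yeast cells · Quantity – 5 × 10^6 yeast cells/mL · Buffer or medium – YPD medium · Compound – single dose · Timing – 4 h static compound exposure, 37 °C, read 1 h post-reagent · Signal – adenylate kinase release luminescence · Read-out basis – lysis from increased AK signal · Benchmarks – Clomiphene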
An asterisk follows results filed as active; ? = inconclusive; . = not tested or not shown. An unsorted share of the library. Share with any hit: about 2.9%.

SMILES	INS-1E GSIS act	PGC1a acetyl inh	PglD inh	LGR2 antag	ARNT TACC3 PPI	PAX8 reporter	Statin myotox sup	Cneo AK release
COc1ccc(-c2cn(Cc3cccc(OC)c3)nn2)cc1	.	-0.1	-4.0	-44.8	1.2	-21.0	2.7	-1.1
Cc1cccn2c(=O)c3cc(C(=O)NCc4ccco4)c(=N)n(CCc4ccccc4)c3nc12	-10.3	?	.	-22.4	9.6	1.1	-1.7	.
CCn1cc(Cl)c(C(=O)Nc2nccs2)n1	3.3	.	1.2	-32.0	-3.4	-54.1	0.4	-2.2
Cc1ccc(S(=O)(=O)N2CCCC(C(=O)NCCC3=CCCCC3)C2)cc1 (stereo unspecified)	.	-92.7	2.8	.	-4.6	.	20.9	0.4
COc1ccc(S(=O)(=O)N(C)C[C@@H]2OCCCC[C@H](C)Oc3ccc(NS(=O)(=O)c4ccc(C)cc4)cc3C(=O)N([C@H](C)CO)C[C@@H]2C)cc1	-14.3	-39.8	2.7	-1.0	2.1	50.2	27.2	-0.2
O=[N+]([O-])/C=C1/CCCCCN1	-1.5	.	.	15.4	-5.6	-8.5	.	.
C=C(Cl)COc1cc(C)cc2oc(=O)cc(CC)c12	.	7.0	-2.7	.	.	16.5	.	1.0
CN(C)CC#Cc1ccc([C@@H]2[C@@H](CO)N3CCCCN(CC4CCOCC4)C[C@@H]23)cc1	8.5	4.1	3.6	-2.2	-3.6	25.4	-0.7	1.4
COc1ccc(CNC(=O)CN(C(=O)c2snc(C(N)=O)c2N)c2ccccc2F)cc1	14.1	6.3	-2.2	16.2	-1.7	-2.1	-12.5	0.2
COCc1cc(N2CCCC2)nc(-c2ccccc2)n1	9.0	-6.0	1.8	-25.0	-9.2	1.7	12.9	2.4
Cc1nc(-c2ccc(F)cc2)c(CC(=O)Nc2cccc(S(=O)(=O)N3CCOCC3)c2)s1	-16.8	.	-2.2	40.0	-2.3	5.5	-1.7	1.6
O=C(O)c1ccccc1C(=O)Nc1ccc(S(=O)(=O)NC2CCCCC2)cc1	2.2	-1.3	-6.7	20.1	2.3	-11.5	5.5	-2.6
COc1ccc(C(C)NC(=O)c2ccccc2Cl)cc1OC (stereo unspecified)	5.5	-6.4	2.0	2.0	0.9	30.8	.	-1.4
Cc1ccc(NC(=O)CN(C)C(=O)Cc2ccc(Cl)cc2Cl)cc1	14.3	-5.8	4.9	26.5	14.9	-5.2	-7.0	7.2
CC(C)(C)C1CCc2c(sc(NC(=O)CSc3nnc(-c4ccccc4)o3)c2C#N)C1 (stereo unspecified)	-37.3	14.3	-1.9	8.1	0.2	3.7	4.7	-3.9
CCC(=O)Nc1ccc2c(c1)Cc1cc(NC(=O)CC)ccc1-2	29.2	-0.9	-0.7	-6.0	-6.6	-38.2	-8.8	-1.2
S=C(Nc1cccnc1)NC1CCCC1	.	4.8	6.5	.	-1.6	11.9	.	-0.3
COc1ccc(NC(=O)CSc2nc3[nH]c(=O)[nH]c(=O)c3s2)cc1OC	27.0	.	2.6	13.4	-15.0	-1.9	-7.6	-2.0
O=C(NNC(=S)Nc1ccc(F)cc1)[C@H]1C[C@@H]1c1ccccc1	1.3	-7.1	7.3	5.7	.	9.8	.	-2.7
CC(C)C[C@H](NC(=O)c1cc2cc(Cl)ccc2n1C)C(=O)N1CCC[C@H]1C(=O)O	.	6.1	-2.8	.	-13.4	.	-18.4	-0.8
Cc1ccc(NC(=O)c2cc(N3C(=O)CCC3=O)ccc2N2CCCCC2)cc1	1.0	.	.	-5.5	-0.6	-5.1	.	.
Cc1cc(N2CCCCC2)nc(SCC(=O)c2ccccc2)n1	1.7	-3.7	0.8	.	-1.0	.	-4.5	4.4
CC1=C(C(=O)OCCNC(=O)c2ccccc2O)C(c2ccccc2[N+](=O)[O-])C(C(=O)OCC2CCCO2)=C(C)N1 (stereo unspecified)	-26.4	.	.	6.4	-2.7	33.6	.	.
COc1ccc(Nc2nc(N)nc(CSc3nc(C)cc(C)n3)n2)cc1	-15.6	-8.1	.	14.4	-1.4	-3.2	.	.
CCN(CC)C(=O)CSC1=Nc2ccccc2C2=NC(c3ccccc3)C(=O)N12 (stereo unspecified)	-0.3	2.9	-0.1	.	-12.5	14.4	-0.5	3.7
COc1ccc(/C=C/C(=O)c2sc(-c3ccccc3)nc2C)cc1	.	2.6	-6.1	.	-4.7	16.0	5.2	1.0
Cc1ccc(S(=O)(=O)N/N=C/c2cccc([N+](=O)[O-])c2)cc1	2.3	1.7	-8.1	2.8	.	-16.1	7.3	-0.6
C=C(C)CC(c1ccccc1)N(C(C)=O)c1ccco1 (stereo unspecified)	7.6	.	.	-24.5	3.6	0.3	.	.
O=C(CCC(=O)N1CCc2ccccc21)Nc1ccccc1	.	0.0	-3.6	.	1.7	5.2	.	1.6
O=C(NCC[C@@H]1CC[C@@H](NC(=O)C2CC2)[C@H](CO)O1)c1cnccn1	15.3	-0.9	-2.8	-5.1	3.2	3.6	2.7	-4.0

Entries shown so far that have a furan ring, fused or not (two):
SMILES	INS-1E GSIS act	PGC1a acetyl inh	PglD inh	LGR2 antag	ARNT TACC3 PPI	PAX8 reporter	Statin myotox sup	Cneo AK release
Cc1cccn2c(=O)c3cc(C(=O)NCc4ccco4)c(=N)n(CCc4ccccc4)c3nc12	-10.3	?	.	-22.4	9.6	1.1	-1.7	.
C=C(C)CC(c1ccccc1)N(C(C)=O)c1ccco1 (stereo unspecified)	7.6	.	.	-24.5	3.6	0.3	.	.

(more compounds)
SMILES	INS-1E GSIS act	PGC1a acetyl inh	PglD inh	LGR2 antag	ARNT TACC3 PPI	PAX8 reporter	Statin myotox sup	Cneo AK release
CO[C@H]1CN(C)C(=O)c2ccc(NC(=O)c3cccc(F)c3)cc2OC[C@H](C)NC[C@H]1C	9.7	0.7	-0.5	-4.4	2.1	.	3.6	-2.3
CO[C@H]1CN(C)C(=O)c2cc(C#N)ccc2OCC[C@@H]2CC[C@H](OC)[C@@H](CN(C)C(=O)[C@H]1C)O2	14.0	.	0.2	-0.7	-8.8	-8.1	-10.4	5.5
CSc1ccc(CN2C(=O)C(F)(F)Oc3c(C(C)=O)cccc32)cc1	.	-8.1	-2.9	.	.	.	-5.6	4.0
CC(=O)[C@H]1CC[C@H]2[C@@H]3CCC4=CC(=O)CC[C@]4(C)[C@H]3[C@H](O)C[C@]12C	-15.4	-12.8	-2.2	2.6	-5.1	-17.4	-0.6	0.5
CCN(CC(=O)Nc1ccccc1OC)C(=O)c1ccc(N(C)S(=O)(=O)c2ccc(C)cc2)cc1	-29.7	-5.5	-5.1	-16.1	-1.5	-0.1	-18.3	0.1
COCC(=O)N1[C@H](CO)[C@@H]2c3ccccc3N(C(=O)Nc3ccccc3Cl)C[C@@H]21	1.5	6.7	-0.1	7.0	4.3	-13.6	-19.3	-1.0
Cc1onc(-c2ccccc2)c1C(=O)NCC(=O)Nc1cc(Cl)ccc1Cl	-26.5	.	3.7	-4.8	.	7.5	-3.1	2.4
Cn1cccc1C(=O)NCCc1ccc(Cl)cc1	-1.7	.	-2.7	-49.3	5.1	-177.6	4.0	-2.4
CCc1ccccc1NC(=O)CSc1ccsc1[N+](=O)[O-]	-6.0	.	.	-14.0	-12.3	-1.4	.	.
Cc1ccc(C)c(N(CC(=O)NCc2ccco2)C(=O)CCC(=O)Nc2nccs2)c1	7.8	-6.0	6.7	14.7	-2.7	24.7	-10.6	1.6
Cc1cc(C)cc(NC(=O)c2oc3ccccc3c2COc2ccccc2)c1	19.7	.	.	-5.5	2.3	-4.1	.	.
CN1CCN(c2nc(-c3ccc(Cl)s3)cs2)CC1	3.1	-11.8	.	-15.1	5.7	7.4	3.2	.
COc1ccccc1CNC(=O)C(=O)NCC1OCCN1S(=O)(=O)c1cccs1 (stereo unspecified)	19.9	-2.3	.	6.8	-22.9	-83.1	.	.
COc1ccc(NC(=O)Nc2ccc3c(c2)CC(=O)N([C@@H](C)CO)C[C@@H](C)[C@@H](CN(C)C(=O)NC(C)C)O3)cc1	22.8	12.4	6.0	2.5	-1.8	-0.3	-36.9	74.1
CCOC(=O)c1cnc(SCC(=O)NCc2cccs2)nc1N	.	1.2	5.7	.	5.8	.	6.1	-1.6
COCC(=O)NC[C@@H]1[C@H](c2ccc(C3=CCCC3)cc2)[C@H](CO)N1C(=O)C1CC1	2.5	-2.4	3.1	-7.8	2.3	10.3	18.1	3.8
CC1CCN(c2ccc3c(c2)S(=O)(=O)c2cccc(C(=O)NCc4cccc(F)c4)c2C3=O)CC1	5.8	-2.9	2.0	-15.6	-8.6	23.7	-2.2	-1.3
CCN1C(=O)[C@H]2[C@@H](c3ccc(SC4CCCCC4)c(OC)c3)N[C@@](Cc3ccccc3)(C(=O)OC)[C@H]2C1=O	5.3	9.5	-1.2	5.7	0.8	24.3	9.8	-5.2
CCOC(=O)N1CCN(C(=O)COC(=O)c2ccc(N(C)C)cc2)CC1	14.3	10.4	-11.3	-6.1	-14.7	0.0	-0.4	-1.6
CCN1[C@H](C(=O)NCc2ccccn2)[C@@H](CO)[C@@H]2Cn3c(ccc(C4=CCCC4)c3=O)[C@@H]21	25.0	.	-2.8	1.1	12.9	.	-7.8	7.7
Clc1ccc(-c2noc(COc3ccccc3)n2)cc1	.	.	-1.1	.	-3.2	.	1.6	1.2
COc1ccc(CCNC(=O)CC(Cc2ccc(C)cc2)C(=O)O)cc1OC (stereo unspecified)	14.6	8.5	-2.9	4.9	-3.2	8.9	15.6	3.0
Nc1ccc2cc3ccccc3cc2c1	6.1	-5.8	1.8	-60.3	.	.	8.4	0.3
CCOC(=O)C1CCN(C(=O)Nc2cc(Cl)cc(Cl)c2)CC1	-32.0	-6.4	3.7	-19.0	6.7	10.3	.	-1.8
CN(C)S(=O)(=O)c1cccc(-c2nnc(SCC(=O)NCCCCCC(=O)O)n2-c2ccc(F)cc2)c1	0.2	13.0	.	-18.2	17.7	-2.3	.	.
O=C(CON=C1c2ccccc2-c2ccccc21)NC12CC3CC(CC(C3)C1)C2	-5.7	.	0.0	6.7	2.5	15.9	.	-1.9
C=CCCC(=O)N1CCCC(Cc2cccc(Cl)c2)(C(=O)OCC)C1 (stereo unspecified)	-34.4	-22.3	0.1	20.2	-2.8	-13.0	3.5	-1.3
C[C@H]1CN([C@@H](C)CO)S(=O)(=O)c2ccc(C#CC3CC3)cc2O[C@@H]1CN(C)C(=O)Nc1cc(F)ccc1F	-8.1	-0.7	.	5.0	.	.	-14.1	.
CC1CCN(C(=O)COC(=O)[C@H](C)NS(=O)(=O)/C=C/c2ccccc2)CC1	.	3.3	3.3	.	-3.1	.	.	-0.1
Cc1nc(Cl)c(Cl)n1CCOc1ccccc1	2.3	5.3	2.6	8.5	1.0	-11.4	.	-0.7
CN(C)S(=O)(=O)c1ccc(Cl)c(NC(=O)COC(=O)/C=C/c2ccc3ccccc3n2)c1	27.5	1.6	1.8	-10.6	-2.1	-9.9	-3.9	2.3
Clc1ccc(-c2cc3ccccc3[nH]2)cc1	-30.1	-48.2	3.3	.	-2.8	-142.2	-17.0	-13.3
Cc1ccc(-c2cc(C(=O)Nc3ccncc3)c3ccccc3n2)cc1	1.2	.	.	6.7	0.4	-30.7	22.6	.
O=C(CN1C(=O)NC2(CCCCC2)C1=O)Nc1cccc(Cl)c1Cl	-11.1	-8.5	4.6	8.9	-9.7	-5.1	10.8	2.0
COC(=O)CSc1nnc(CNC(=O)c2cc(OC)cc(OC)c2)n1-c1ccc(F)cc1	3.8	7.4	.	-3.8	-1.8	8.2	.	.

Compound activity from PubChem BioAssay.
